Assay outcomes: PubChem, several laboratories
OX1R antag-1: blocks the human orexin 1 receptor; inhibition, % at 5 µM; 0.43% of 330,000 active; AID 434989; CHO/OX1R cells, Fluo-8 calcium fluorescence, orexin A;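 active = inhibition above its plate's threshold, mean inhibition of all tested compounds on the plate plus 3 SD, cut at about 37% in these data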;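 note: 0% = orexin A challenge wells and 100% = SB-334867-A antagonist wells; not every result past the cut was called active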
OX1R antag-2: OX1R (human) antagonism | O43613 | AID 485270 | inhibition, % at 6.6 µM | OX1R-expressing cells, FRET antagonist read-out | 1.8% of 330,000 active; in the data active = inhibition mostly above about 38%, no sharp cut-off; inactive = mostly below about 40%;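 note: 0% = agonist challenge alone and 100% = reference antagonist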
CHT allo act: allosteric activators of human choline transporter CHT; B-score at 10 µM; Q9GZV3; CHT-expressing cells, membrane potential dye, choline EC20; stronger effect = higher value; LV-AA mutant CHT in HEK293 cells; 0.49% of 310,000 active;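 active = initial fluorescence not abnormally high and integrated response B-score, plate-corrected, over 3 SD above library mean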
Target sequence (Q9GZV3 whole entry, looked up): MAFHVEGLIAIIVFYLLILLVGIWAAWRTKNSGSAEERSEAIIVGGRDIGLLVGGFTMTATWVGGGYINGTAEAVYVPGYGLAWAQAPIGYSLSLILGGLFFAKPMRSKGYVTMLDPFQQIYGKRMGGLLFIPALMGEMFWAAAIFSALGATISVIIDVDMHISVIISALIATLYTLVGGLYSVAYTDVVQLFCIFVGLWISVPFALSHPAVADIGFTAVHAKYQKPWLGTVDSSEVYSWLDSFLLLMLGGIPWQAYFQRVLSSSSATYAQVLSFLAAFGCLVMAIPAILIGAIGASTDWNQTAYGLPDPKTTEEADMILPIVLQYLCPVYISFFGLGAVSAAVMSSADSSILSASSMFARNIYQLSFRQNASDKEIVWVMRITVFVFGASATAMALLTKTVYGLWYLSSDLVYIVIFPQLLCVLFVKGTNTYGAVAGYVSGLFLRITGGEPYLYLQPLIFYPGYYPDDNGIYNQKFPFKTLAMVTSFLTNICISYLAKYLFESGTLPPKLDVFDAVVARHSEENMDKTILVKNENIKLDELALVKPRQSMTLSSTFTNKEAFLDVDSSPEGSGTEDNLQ
The depositor's hits bear a star; i = inactive; x = not tested or not shown.

SMILES	OX1R antag-1	OX1R antag-2	CHT allo act
Cc1c(NC(=O)c2cc(-c3cccc(Cl)c3)on2)c(=O)n(-c2ccccc2)n1C	-6	24	i
COc1ccc(S(=O)(=O)N2CCC(O)(c3ccc4c(c3)OCO4)CC2)cc1	-11	15	i
Cc1ccc(C(=O)N/C(=C/c2cccc([N+](=O)[O-])c2)C(=O)NC(C)C)cc1	-5	39	i
O=C(O)CSc1nc2ccccc2[nH]1	-20	20	i
Cc1cc(NC(=O)CS(=O)(=O)c2ccc(Cl)cc2)no1	-14	16	i
CCOC(=O)CSc1nc2ccccc2c(=O)n1CC1CCCC1	-41	21	i
CC(C)NS(=O)(=O)c1ccc(OCC(=O)NCc2ccc3c(c2)OCO3)c(Cl)c1	-6	27	i
O=C(NN=C1CCCC1)c1ccc(O)cc1	2	-5	i
COc1cccc(-n2c(=S)sc3c(=O)n(-c4ccccc4OC)c(=S)[nH]c32)c1	-17	10	i
Cc1cc(C)c(C)c(S(=O)(=O)N2CCC(C(=O)NCc3ccco3)CC2)c1C	-13	2	x
C=CCNS(=O)(=O)c1cc(S(=O)(=O)NCC=C)c(OC)cc1OC	-8	11	i
CC(=O)Nc1ccc(C(=O)OCC(=O)Nc2ccc(N3CCOCC3)cc2)cc1	-2	12	i
O=C(N=NC(=O)c1ccc2c(O)n(C3CCCCC3)c(O)c2c1)c1cccnc1	-14	13	i
CCCc1[nH]n(-c2nc3ccccc3s2)c(=O)c1C=NCCCOC	-11	19	i
O=C(O)CCN1C(=O)C2C3c4ccccc4C(c4ccccc43)C2C1=O (centres undefined)	-13	5	i
O=C(O)c1cc(NS(=O)(=O)c2ccc(N3CCCCC3)c([N+](=O)[O-])c2)cc(C(=O)O)c1	4	10	i
COc1ccc(N2CCN(C(=O)c3cn(C)c(=O)c4c3c3ccccc3n4C)CC2)cc1	-21	10	i
COc1ccc(C(=O)COc2nc(C)cc(C)c2C#N)cc1	-31	20	i
COc1ccc(CC(=O)Nc2cccc3ccccc23)cc1OC	-16	18	i
NC(=O)C1CCN(CC(=O)Nc2cccc(C(=O)Nc3cccc(C(F)(F)F)c3)c2)CC1	-5	7	i
COc1ccc(NC(=S)Nc2ccc3nccnc3c2)cc1	-1	18	i
COc1ccc(N2CCN(c3ncnc4scc(-c5ccc(C)cc5)c34)CC2)cc1	-51	9	i
O=S(=O)(/C=C/c1ccccc1)n1cnc2ccccc21	-13	4	i
CCc1ccc2[nH]c(=O)c(CN(Cc3ccc4c(c3)OCO4)Cc3nnnn3C3CCCC3)cc2c1	-25	16	i
Cc1nn(CC(=O)Nc2ccncc2)c(C)c1[N+](=O)[O-]	-1	7	i
C=CCNc1nc(NCCN2CCOCC2)nc(N2CCOCC2)n1	-15	1	i
O=C(Nc1ccccc1)C1CCCN1C(=O)NCc1ccccc1 (centres undefined)	-6	8	i
Cc1ccc(C)c(N2CCN(S(=O)(=O)c3cc4c(cc3C)NC(=O)CO4)CC2)c1	-30	6	i
CCN(C(=O)COC(=O)c1cncc(Br)c1)C1CCS(=O)(=O)C1 (centres undefined)	-10	15	i
O=C(Nc1ccc(F)cc1)c1nsc(Cl)c1Cl	-14	24	i
COc1cccc(CNC(=O)CCC2CCCN(C(=O)c3ccc(OC)o3)C2)c1 (centres undefined)	-20	7	i
O=C(O)CCN1/C(=C/C=Nc2ccccc2)Oc2ccccc21	-2	24	i
CCCN(CC1CCCO1)C(=O)CCc1nnc(-c2cc(C)on2)o1 (centres undefined)	-13	13	i
COc1ccc(NC(=O)c2ccc(NC(=O)CSc3nc(N)cc(=O)[nH]3)cc2)cc1	7	5	x
CCOC(=O)C1(CCc2ccccc2)CCN(C(=O)CN2C(=O)CSC2=O)CC1	-42	9	i
O=C(O)c1c(C(=O)O)c(-c2ccc(Br)cc2)n2c1CSC2	6	9	i
Cc1cc(SCC(=O)Nc2c(C)n(C)n(-c3ccccc3)c2=O)nc2ccccc12	-13	6	i
CCCC(=O)Nc1ccc(Oc2ccc(NC(=O)CCC)cc2)cc1	-21	15	i
Cc1ccccc1Oc1nc2c(C)cccn2c(=O)c1/C=C(\C#N)C(=O)Nc1c(C)n(C)n(-c2ccccc2)c1=O	-28	41	i
CC(NC(=O)C1CCC1)c1ccc(Br)cc1 (centres undefined)	-7	3	i

3 compounds already listed, arranged by number of heavy atoms, descending.
SMILES	OX1R antag-1	OX1R antag-2	CHT allo act
CCOC(=O)CSc1nc2ccccc2c(=O)n1CC1CCCC1	-41	21	i
O=C(O)CCN1/C(=C/C=Nc2ccccc2)Oc2ccccc21	-2	24	i
CC(NC(=O)C1CCC1)c1ccc(Br)cc1 (centres undefined)	-7	3	i

(more compounds)
SMILES	OX1R antag-1	OX1R antag-2	CHT allo act
CCOC(=O)C1CCN(C(=O)CNC(=O)c2nn(-c3ccc(OC)cc3)c(=O)c3ccccc23)CC1	-32	18	i
Cc1ccccc1OCC(=O)NCC(=O)N/N=C/c1ccc(Br)o1	-19	11	i
Cc1cccn2c(=O)c3cc(C(=O)NC4CCCCCC4)sc3nc12	-20	21	i
CCCC(=O)Nc1ccc2c(c1)nc(CN1CCCCC1)n2C	-7	-1	i
COc1ccccc1CNC(=O)C1CCN(S(=O)(=O)c2ccc(-n3cnnn3)cc2)CC1	-19	22	i
CCSc1nnc(NC(=O)C2CCCCC2C(=O)OCC(F)(F)C(F)F)s1 (centres undefined)	-3	2	i
Cc1ccsc1C(=O)Nc1n[nH]c(C(F)(F)F)n1	-17	12	i
COc1cc(CN2CCCC(N3CCc4ccccc4C3)C2)c(Cl)cc1O (centres undefined)	-25	7	i
CC(=O)N1N=C(c2ccccc2O)CC1c1cccs1 (centres undefined)	-9	58	i
O=C(CN(Cc1ccccc1)S(=O)(=O)c1ccc2c(c1)OCCO2)Nc1ccc2c(c1)OCCO2	25	16	i
COc1cccc(CNC(=O)C2CCN(c3nnc(N4CCCC4=O)s3)CC2)c1	0	-3	i
CC(C)[C@H](NC(=O)c1ccccc1F)C(=O)NNC(=O)c1cccs1	-19	1	x
C=CC(=O)NC1CC2CCC1(C)C2(C)C (centres undefined)	-6	-2	i
CCN(CC(=O)NCc1ccc(Cl)cc1)CC(=O)NC1(C#N)CCCC1	-10	17	i
CCOC(=O)c1nc(Nc2ccccc2C)c2ccccc2n1	-35	14	i
Cn1c(NN)nc2sc3c(c2c1=O)CC(C)(C)OC3	0	16	i
CCOC(=O)N=S(N)(=O)c1ccccc1 (centres undefined)	-5	8	i
CCN(C(=O)COC(=O)c1cccnc1SC)c1c(N)n(Cc2ccccc2)c(=O)[nH]c1=O	-2	6	x
O=C(NC1CC1)C1CCN(S(=O)(=O)c2ccc(Cl)cc2)CC1	4	11	i
CC1Sc2ccc(S(=O)(=O)CCC(=O)N3CCCCC3)cc2NC1=O (centres undefined)	-11	12	i
Cc1cccc(NC(=O)COc2coc(CN3CCN(Cc4ccccc4)CC3)cc2=O)c1	-33	18	i
O=C(Nc1ccc(OC(F)(F)F)cc1)NC1CCC(Oc2ccc(C(=O)O)cc2)CC1 (centres undefined)	-10	3	x
COc1ccc(-n2c(=S)[nH]c3cc(C(=O)Nc4cccc(C)c4)ccc3c2=O)cc1	4	0	i
FC(F)(F)C(F)(F)c1nnc2ccc(-n3ccnc3)nn12	-5	1	i
COc1cccc(NC(=O)CCS(=O)(=O)c2cc3c(cc2Cl)NC(=O)CO3)c1	14	-2	i
CCc1nc(N2CCCCC2C)c2oc3ccccc3c2n1 (centres undefined)	-25	14	i
CCCC(=O)NC(Nc1ccc(S(=O)(=O)Nc2ncccn2)cc1)(C(=O)OCC)C(F)(F)F (centres undefined)	11	0	i
CC1CCN(S(=O)(=O)c2ccc(NC(=O)CN3CCN(c4ccccc4)CC3)cc2)CC1	-29	-3	i
CC(NCc1ccccc1Cl)C(=O)Nc1ccc(C#N)cc1 (centres undefined)	-19	4	i
O=C(NC(c1ccc(Cl)cc1)c1c(O)ccc2ccccc12)c1ccccc1 (centres undefined)	-1	32	i

Looked up one by one from the entries so far:
SMILES	OX1R antag-1	OX1R antag-2	CHT allo act
CC(NCc1ccccc1Cl)C(=O)Nc1ccc(C#N)cc1 (centres undefined)	-19	4	i
O=C(NC(c1ccc(Cl)cc1)c1c(O)ccc2ccccc12)c1ccccc1 (centres undefined)	-1	32	i
O=C(Nc1ccc(OC(F)(F)F)cc1)NC1CCC(Oc2ccc(C(=O)O)cc2)CC1 (centres undefined)	-10	3	x

The listing continues:
SMILES	OX1R antag-1	OX1R antag-2	CHT allo act
Cc1c(CCO)c(=O)n2c([nH]c3ccccc32)c1C#N	-5	-2	i
CCOCCOCCC(C(=O)OCC)P(=O)(c1ccccc1)c1ccccc1 (centres undefined)	-16	20	i
CCCN1CCN(C(=O)C(NC(=O)c2ccco2)C(C)C)CC1 (centres undefined)	-6	9	i
Cc1ccc(C)c(NC(=O)c2cc(-c3ccccc3)nn2-c2ccccc2)c1	-21	30	i
CCN1C(=O)C(CC(=O)Nc2ccc(OC)cc2)N(CCc2ccc(OC)cc2)C1=S (centres undefined)	11	0	i
O=C(Nc1ccc(Cl)cc1)C1CCCCN1S(=O)(=O)c1ccccc1 (centres undefined)	20	28*	x
O=C(OCC(=O)N(Cc1ccccc1)Cc1ccccc1)c1ccccc1NCCO	-21	13	i
COc1ccc(OCCC(=O)Nc2nccs2)cc1	-28	21	i
COc1cccc(-c2cc(C(=O)NCCN3CCOCC3)no2)c1	12	3	i
Cc1ccc(NC(=S)Nc2cccc3cnccc23)cc1	-18	28	i
O=C(OCC(=O)N1CCCC1)c1c(Cl)cccc1Cl	-18	0	i
Cc1c(C(=O)Nc2ccc(F)cc2)oc2ccc(S(=O)(=O)N3CC(C)CC(C)C3)cc12 (centres undefined)	0	4	i
CCc1ccc(NS(=O)(=O)c2ccc(OC)c3ncccc23)cc1	-19	8	i
COc1ccc(Br)cc1C(=O)Nc1nnn(C)n1	-14	3	i
S=C(Nc1ccccc1)N1CCN(C(=S)c2ccccc2)CC1	-12	16	i
CCc1c(C)[nH]c2nc3ccccc3n2c1=O	-26	11	i
CCc1nc(SCC(=O)NCCc2ccccc2)n[nH]1	-4	8	i
CC1CCC(NC(=O)c2ccc(COc3ccccc3)o2)CC1 (centres undefined)	-27	17	i
CC1Cc2ccccc2N1C(=O)C1CCN(S(=O)(=O)Cc2ccccc2)CC1 (centres undefined)	-20	9	i
CC(=O)OC1OCCOC1NC(=S)Nc1ccc(C)cc1 (centres undefined)	-14	17	i
Cc1ccc(NC(=S)N2CCCCC2)cc1C	-12	10	i
Cc1c(NC(=O)c2cc(=O)[nH]c3ccccc23)c(=O)n(-c2ccccc2)n1C	-2	16	i

Some of the entries so far, in markdown.
| SMILES | OX1R antag-1 | OX1R antag-2 | CHT allo act |
| --- | --- | --- | --- |
| O=C(OCC(=O)N1CCCC1)c1c(Cl)cccc1Cl | -18 | 0 | i |
| Cc1c(C(=O)Nc2ccc(F)cc2)oc2ccc(S(=O)(=O)N3CC(C)CC(C)C3)cc12 (centres undefined) | 0 | 4 | i |
| CCc1ccc(NS(=O)(=O)c2ccc(OC)c3ncccc23)cc1 | -19 | 8 | i |
| COc1ccc(Br)cc1C(=O)Nc1nnn(C)n1 | -14 | 3 | i |

Entries above marked active in OX1R antag-2.
Structure | OX1R antag-1 | OX1R antag-2
O=C(Nc1ccc(Cl)cc1)C1CCCCN1S(=O)(=O)c1ccccc1 (centres undefined) | 20 | 28*

Compounds were not picked by outcome; 2.5% or so of the library scored in one or more.
